DAX1 inh-1: DAX1 (NR0B1) inhibitors, primary screen, cell-based, HEK293, Gal4-DAX1, luciferase luminescence; AID 504766, 2011; HEK293 Gal4-DAX1 luciferase reporter; inhibition, % at 6.75 µM; Nuclear receptor subfamily 0 group B member 1 (Homo sapiens), P51843; 340,000 compounds, 0.99% hits;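 active means inhibition above the mean over all tested compounds plus 3 SD, cut at about 4.2% in these data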;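 further: 0% = DAX1-transfected cells with DMSO and 100% = empty-vector control cells with DMSO; inhibition shows as a rise in luminescence from relieved DAX1 repression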
SMARCA2 act: SMARCA2 (BRM) function activators, primary screen, cell-based, luminescence, high throughput | MG213 cells, MMTV-luciferase reporter, dexamethasone, overnight | activation, % at 9.1 µM | 370,000 compounds, 1% hits | AID 652017, 2013; in the data active means activation above about 7.8%;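 further: 0% = vehicle wells and 100% = reference activator wells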
PG9 binder: binders of HIV-1 gp120 antibody PG9, primary screen, biochemical, TR-FRET; TR-FRET gp120-PG9 antibody binding; inhibition, % at 6.7 µM; 360,000 compounds, 0.43% hits; AID 624416, 2012; in the data active means inhibition above about 8.5%
GAA850 FXN act: FXN promoter activators, primary screen, cell-based, luciferase luminescence, HEK293 lucGAA850. HEK293 lucGAA850 FXN promoter luciferase reporter, 24 h; percent of 10 µM SAHA response. activation, % at 6 µM. 360,000 compounds, 0.56% hits. AID 540364, 2011;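 active means activation above the average of all compounds screened plus 3 SD, cutoff fixed separately per campaign, cut at about 7.5% in these data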;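 further: 0% = DMSO wells and 100% = 10 µM SAHA wells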
PLCb3 inh: human PLC-beta3 inhibitors, primary screen, biochemical, fluorescence | 1-phosphatidylinositol 4,5-bisphosphate phosphodiesterase beta-3 (Homo sapiens), Q01970 | Purified PLC-beta3, fluorogenic substrate | inhibition, % at 12.2 µM | 370,000 compounds, 0.18% hits; in the data active means inhibition above about 11%;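 further: 0% = median of compound wells on plate and 100% = full blocker control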
HGIII-sPLA2 inh: human group III sPLA2 inhibitors, primary screen, biochemical, QFRET, BODIPY PC-A2 liposome substrate. QFRET BODIPY PC-A2 liposome hydrolysis, fluorescence. inhibition, % at 12.2 µM. 370,000 compounds, 0.56% hits;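 active means inhibition above mean plus 3 SD of compounds lying within the high and low control bounds, cut at about 19% in these data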;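 further: 0% = median of test compound wells and 100% = no enzyme DMSO wells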
Target sequence (Q9NZ20 whole entry, looked up): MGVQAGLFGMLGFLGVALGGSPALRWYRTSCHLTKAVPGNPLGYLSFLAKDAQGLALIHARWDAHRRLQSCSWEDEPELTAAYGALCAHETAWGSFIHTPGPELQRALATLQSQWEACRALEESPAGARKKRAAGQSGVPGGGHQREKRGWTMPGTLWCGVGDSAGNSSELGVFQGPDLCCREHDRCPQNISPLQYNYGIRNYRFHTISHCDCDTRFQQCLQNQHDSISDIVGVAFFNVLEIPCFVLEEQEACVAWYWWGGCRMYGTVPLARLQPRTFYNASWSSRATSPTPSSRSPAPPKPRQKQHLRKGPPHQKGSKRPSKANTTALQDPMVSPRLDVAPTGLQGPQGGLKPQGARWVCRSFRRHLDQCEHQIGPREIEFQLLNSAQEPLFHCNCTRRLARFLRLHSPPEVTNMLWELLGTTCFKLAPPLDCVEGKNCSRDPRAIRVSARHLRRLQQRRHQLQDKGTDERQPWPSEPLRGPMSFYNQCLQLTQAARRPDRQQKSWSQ
ssDAF12 agonist: S. stercoralis DAF-12 nuclear receptor activators, primary screen, cell-based, luminescence, HEK293, GRIP1 co-expression, lit1-tk-luc; HEK293 ssDAF-12/GRIP1 lit1-tk-luc reporter; % of 3 µM dafachronic acid response; 370,000 compounds, 1% hits; activation, % at 6.8 µM; Nuclear hormone receptor DAF-12 (Strongyloides stercoralis);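 active means activation above the mean over all tested compounds plus 3 SD, cut at about 0.9% in these data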;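 further: 0% = DMSO-only wells and 100% = 3 µM delta7-dafachronic acid wells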
DAX1 inh-2: DAX1 (NR0B1) inhibitors on StAR promoter, primary screen, cell-based, luminescence, SF-1 (NR5A1), full-length DAX-1. HEK293T StAR-luciferase reporter, SF-1/DAX-1 repression relief. inhibition, % at 6.8 µM. 370,000 compounds, 1.1% hits. AID 652010, 2013;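 active means inhibition above the mean over all tested compounds plus 3 SD, cut at about 3.6% in these data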;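 further: 0% = DAX-1 cells with DMSO and 100% = cells lacking DAX-1 with DMSO; higher inhibition means more luminescence from relief of DAX-1 repression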
hgDAF-12 ag: H. glycines DAF-12 receptor agonists, primary screen, cell-based, luminescence, HEK293, GAL4 fusion, UAS-luciferase | Nuclear hormone receptor DAF-12 (Heterodera glycines), GAL4 fusion | HEK293 GAL4-hgDAF12 UAS-luciferase reporter, agonist luminescence; normalized to butyrate control | activation, % at 6.8 µM | 370,000 compounds, 1.8% hits | AID 687014, 2013;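 active means activation above a cutoff set at the mean of all screened compounds plus 3 SD, cut at about 10% in these data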;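 further: 0% = DMSO wells and 100% = sodium butyrate wells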
hcDAF12 agonist: H. contortus DAF-12 nuclear receptor activators, primary screen, cell-based, luminescence, HEK293, lit1-tk-luc reporter; HEK293 hcDAF-12 lit1-tk-luc reporter; 0% DMSO, 100% Δ7-dafachronic acid; activation, % at 6.8 µM; 370,000 compounds, 1.4% hits; AID 652067, 2013;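 active means activation above the mean of all tested compounds plus 3 SD, cut at about 5.5% in these data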;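 further: 100% = response to 3 µM Δ7-dafachronic acid high control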
NR1D1 modulator: modulators of Rev-erb alpha DNA binding, primary screen, biochemical, FITC-DNA, fluorescence polarization, uHTS. AID 1259318, 2017. activity, % at 10 µM. Rev-erbα–FITC-DNA binding, 90 min. Nuclear receptor subfamily 1 group D member 1 (Homo sapiens), P20393. 370,000 compounds, 0.79% hits;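 active means activity above about 14%, limit read from the data; passing the limit was not always enough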;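 further: 0% = DMSO wells with 35 nM protein and 100% = DMSO wells with 750 nM protein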
Target sequence (P20393 whole entry, looked up): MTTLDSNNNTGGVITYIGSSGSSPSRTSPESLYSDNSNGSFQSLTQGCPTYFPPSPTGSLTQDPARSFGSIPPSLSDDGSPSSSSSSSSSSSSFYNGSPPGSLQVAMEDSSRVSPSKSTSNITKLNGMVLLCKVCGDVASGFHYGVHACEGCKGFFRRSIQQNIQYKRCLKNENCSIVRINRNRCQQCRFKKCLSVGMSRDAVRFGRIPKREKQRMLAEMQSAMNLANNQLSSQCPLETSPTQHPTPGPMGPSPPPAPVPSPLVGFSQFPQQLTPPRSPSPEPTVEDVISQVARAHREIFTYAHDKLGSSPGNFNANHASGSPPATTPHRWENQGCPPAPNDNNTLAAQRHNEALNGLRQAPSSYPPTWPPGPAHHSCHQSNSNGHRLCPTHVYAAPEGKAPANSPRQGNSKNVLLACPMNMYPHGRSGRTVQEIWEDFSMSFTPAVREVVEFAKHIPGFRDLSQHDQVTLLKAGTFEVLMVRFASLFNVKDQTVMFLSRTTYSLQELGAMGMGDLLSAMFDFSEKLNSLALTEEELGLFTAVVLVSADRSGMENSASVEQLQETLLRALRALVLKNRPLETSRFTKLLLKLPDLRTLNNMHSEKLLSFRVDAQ
An asterisk follows results filed as active; . = no result given.

SMILES	DAX1 inh-1	SMARCA2 act	PG9 binder	GAA850 FXN act	PLCb3 inh	HGIII-sPLA2 inh	ssDAF12 agonist	DAX1 inh-2	hgDAF-12 ag	hcDAF12 agonist	NR1D1 modulator
CCc1ccc(N2C(=O)C3C4CCC(C4=C(C)C)C3C2=O)cc1 (configuration not stated)	0.5	-2.0	0.8	-0.4	1.4	-1.5	-1.6	-0.1	-1.3	-1.3	-2.1
CS(=O)(=O)N(CC(=O)Nc1ccc(CC#N)cc1)c1ccc(C23CC4CC(CC(C4)C2)C3)cc1	-1.1	-3.2	0.7	10.8*	2.0	-7.4	-0.8	-0.6	0.4	2.1	-2.1
O=C(COC(=O)c1ccc(O)cc1)NC(c1ccccc1)c1ccccc1	1.2	-3.3	0.0	2.3	-0.7	-21.9	-1.4	-0.4	-2.4	-0.9	3.0
CN(CC(=O)Nc1ccc(F)cc1)C(=O)CN1C(=O)NC2(CCCC2)C1=O	0.4	0.4	1.1	0.7	-5.6	8.0	-0.7	1.8	-0.2	-0.4	-2.2
Cc1ccc(S(=O)(=O)c2nnn3c2nc(N2CCC(C(N)=O)CC2)c2ccccc23)cc1	-0.4	-3.2	-0.9	0.3	-13.4	-8.7	-1.2	-0.5	-0.7	-1.4	-2.4
COc1ccc(NC(=O)/C=C/c2ccc(OC(F)F)cc2)cn1	-0.5	-1.9	-2.8	-0.4	0.6	-3.0	-1.7	-0.1	-2.8	-2.7	-0.6
CCc1ccc(C(=O)CSc2nc(C)cc(=O)[nH]2)cc1	-0.2	0.0	1.0	1.9	-20.2	-25.6	-1.6	0.6	7.6	0.1	-2.5
COc1cccc2c1Oc1ncccc1N(C(=O)CCC(=O)NCc1ccccc1Cl)C2	0.2	-0.4	-1.3	2.3	-10.5	4.3	-1.0	0.6	-2.3	-0.9	-6.3
O=C(NCCc1ccccc1)c1ccc(-c2ccc(F)cc2)o1	-0.7	0.1	0.0	0.9	-7.4	-7.5	-1.5	2.4	2.1	0.4	-4.2
O=C(Cc1ccc(NC(=O)C2CCCN(C(=O)c3ccccc3)C2)cc1)Nc1cccc(C(=O)N2CCCCC2)c1 (configuration not stated)	.	-3.5	1.7	.	3.9	-4.7	-0.6	0.9	-0.1	0.1	-3.2
COc1ccc(CC(=O)N2CC(C)CC(C)C2)cc1OC (configuration not stated)	-0.1	1.6	0.4	0.8	-3.0	0.8	-1.7	-0.6	-0.3	-0.1	3.8
CCOC(=O)C1CCCN(C(=O)c2ccc(-c3ccccc3Cl)o2)C1 (configuration not stated)	-0.1	6.9	0.2	3.5	-6.0	-6.8	0.4	4.3*	7.4	0.2	1.1
COc1ccc2[nH]c3c(N4CCc5ccccc5C4)ncnc3c2c1	-7.5	-2.6	-1.5	-0.3	-473.5	-16.7	-2.4	-2.2	-3.5	-4.8	-3.8
Cc1cc(C)cc(N(CC(=O)N2CC=C(c3ccccc3)CC2)S(=O)(=O)c2c(C)noc2C)c1	-0.6	-1.8	-0.9	-4.0	2.6	7.4	-1.2	-0.8	-0.6	-1.6	-13.3
CCn1c(/C=C/c2ccc(F)cc2)nc2ccccc2c1=O	-1.9	-2.4	0.2	1.6	-19.3	14.4	-1.4	-0.7	-0.8	-2.8	4.1
O=C(COC(=O)Cn1[nH]c(=O)c2ccccc2c1=O)Nc1c(Cl)cccc1C(F)(F)F	-0.2	-1.5	-1.1	1.0	-2.5	3.7	-0.8	0.5	-0.4	-0.7	-2.4
CCOc1ccc(CNC(=S)N/N=C/c2cccnc2)cc1	-0.7	-2.6	-0.9	4.3	-1.5	10.4	-0.1	0.4	1.8	-1.3	-2.8
O=C(c1nn2c(C(F)(F)F)cc(-c3ccco3)nc2c1Br)N1CCCc2ccccc21	0.3	-1.6	-3.8	-0.2	-108.6	3.8	-0.7	-1.6	0.9	1.0	1.0
COc1ccc(OCC(=O)Nc2ccc(S(=O)(=O)N3CCCC3)cc2)cc1	0.0	-0.9	-0.5	0.5	-1.7	-7.8	-0.9	-0.1	0.3	-2.5	0.0
CC(C)Cn1cc(F)c(=O)n(CC(C)C)c1=O	0.0	0.6	-2.7	0.9	3.3	-0.8	-0.8	0.1	-0.5	1.3	-0.8
O=C(Nc1ccc2ncccc2c1)c1ccccc1	-0.9	-0.7	-1.7	-1.0	-2.0	0.1	-0.7	-0.1	0.0	-2.5	2.1
CCC(=O)N/C(=N/c1nc(C)cc(C)n1)Nc1ccccc1	0.8	-2.7	0.0	-2.6	-8.3	1.8	-1.8	-0.3	-2.2	0.7	-2.0
COCCCNC(=O)c1cc2c(=O)n(C)c3ccccc3c2n1C	2.6	0.2	-1.0	-3.0	-4.3	1.4	-1.3	-0.9	0.3	-3.3	2.6
COc1ccc(N2CCc3c(C)nc4c(OC)cc(OC)cc4c32)cc1	0.3	2.9	-0.5	1.1	-91.8	-3.6	-0.7	0.4	6.8	-2.0	4.0
NS(=O)(=O)c1ccc(CCNC(=O)C(c2ccccc2)c2ccccc2)cc1	-1.2	-3.2	-2.7	-2.2	2.0	-4.8	-1.0	0.3	0.8	-1.8	7.5
CCCC(=O)Nc1ccc(NC(=O)CCc2ccccc2)cn1	-0.4	-0.8	-0.1	1.9	-2.4	12.5	-1.3	-0.1	0.8	-2.0	6.8
CC(=O)c1cccc(Nc2nc(-c3sc(C)nc3C)cs2)c1	-3.3	1.0	-1.3	3.6	-12.6	-7.5	-2.2	-1.4	-2.4	-4.9	5.3
O=C(CN1CCN(CC(=O)Nc2ccc(-c3ccccc3)cc2)CC1)Nc1ccc(F)cc1	0.8	-0.9	-1.2	0.5	-5.4	-4.4	-1.6	-0.3	-2.1	-0.5	2.8
O=C(CNC(=O)c1ccccc1)OCc1nnc(-c2ccccc2)o1	0.5	-1.0	0.3	-0.1	3.4	0.8	-0.6	1.7	1.4	1.2	-4.0
CC1CCCC(NC(=O)COC(=O)/C=C/c2ccc([N+](=O)[O-])cc2)C1C (configuration not stated)	-0.3	-2.9	0.4	0.9	-4.4	19.4*	-1.5	1.7	2.2	-1.5	-1.6
C=CCNc1ncnc2c1ncn2[C@H]1CN(Cc2ccccc2)C[C@@H](CO)O1	.	-0.6	-3.2	-1.4	5.3	-4.1	-0.5	0.2	0.2	-1.1	-1.5
Cc1cc(C)n(CC(C)NC(=O)CCc2nnc(CCc3ccccc3)o2)n1 (configuration not stated)	1.9	-0.5	-0.6	0.0	1.9	0.2	-0.9	-0.7	0.9	-0.9	-6.1
CCN(CC(=O)NCc1cccs1)C(=O)c1cc(Br)ccc1O	0.6	4.8	0.4	-1.0	-2.8	-8.3	-1.3	-0.2	1.2	-1.8	-0.5
Cc1ccc(-n2nc3c(c2NC(=O)c2c(-c4ccccc4Cl)noc2C)CS(=O)(=O)C3)c(C)c1	-0.4	-3.5	2.4	1.4	0.1	-10.7	-1.8	0.0	-1.2	0.9	-5.5
COc1ccc(CCNC(=O)Cn2cccc2C(=O)c2ccccc2)c(OC)c1	1.5	-0.7	0.4	0.5	-2.0	12.7	-1.6	0.0	-3.4	-2.4	-4.4
Cc1ccc(C(=O)N2CCN(c3ccccn3)CC2)cc1[N+](=O)[O-]	-0.1	-4.7	1.9	-1.1	-1.6	0.0	-2.3	-0.2	-2.7	-1.4	-0.2
CN(C(=O)CSc1ncn[nH]1)C1(C#N)CCCCC1	0.9	3.8	-1.3	1.1	-0.5	-2.2	-1.0	0.5	1.4	0.3	-1.0
C[C@H](CO)N1C[C@H](C)[C@@H](CN(C)C(=O)NC2CCCCC2)Oc2ccc(NC(=O)C3CCCCC3)cc2C1=O	1.7	0.6	2.0	2.3	2.8	7.5	-0.6	0.4	2.0	-0.1	-1.8
CCCNC(=O)c1ccccc1NC(=O)c1ccc2c(c1)NC(=O)C(C)S2 (configuration not stated)	-2.0	-2.6	-0.3	-3.6	-20.4	-21.6	-2.0	-7.0	-3.6	-0.7	-4.8
C[C@@H]1C[C@H]2O[C@@H]2/C=C\C=C\C(=O)Cc2cc(O)cc(O)c2C(=O)O1	.	-7.1	.	.	-6.6	-3.1	-1.9	-4.9	-4.7	-3.6	-3.4
CN(C)c1ccc(-c2ccnc3c2CC(C)(C(=O)Nc2ccc4c(c2)OCO4)O3)cc1 (configuration not stated)	.	-6.4	-1.5	-1.2	-114.2	7.2	-1.0	2.0	0.1	-0.4	5.4
COc1cc(/C=C2\SC(=S)N(NC(=O)c3ccc(O)cc3)C2=O)ccc1O	-1.4	-0.8	-4.5	-0.4	-155.7	-2.5	-0.8	0.2	-2.9	-0.8	-2.5
O=C(c1ccc(C(F)(F)F)n(Cc2ccc(Cl)cc2)c1=O)N1CCOCC1	1.0	-2.2	-0.1	-0.1	3.2	-7.8	-1.2	0.6	0.3	-1.8	5.9
Cc1cccc(CNC(=O)C2CCC(=O)N(C3CCCC3)C2)c1 (configuration not stated)	1.1	-1.9	0.4	0.9	-4.1	3.8	-0.8	-0.5	3.5	-0.8	4.7
Cc1cccc(NC(=O)/C=C/c2ccc3c(c2)OCO3)n1	-1.3	4.5	-0.6	7.0	-120.9	-2.6	1.5*	5.3*	17.7*	5.9*	-0.4
COc1ccccc1NC(=O)C(C)OC(=O)C(C)SCC(=O)Nc1ccc(C)cc1 (configuration not stated)	0.4	-1.7	0.9	1.4	5.0	-6.8	-0.9	0.8	-1.4	-0.5	-5.2
Cc1ccc(NC(=S)N2CCCC2)cc1	2.2	1.0	-1.8	3.0	-3.6	17.5	-0.6	0.9	7.6	-0.7	-2.5
COC(=O)C1CN(Cc2ccc(F)cc2)CCS(=O)(=O)N1Cc1cn(Cc2ccc(C)cc2)nn1 (configuration not stated)	.	-1.2	.	.	4.8	-3.6	0.2	-0.3	-3.1	1.3	0.1

Quoted at random: two records from the list.
SMILES	DAX1 inh-1	SMARCA2 act	PG9 binder	GAA850 FXN act	PLCb3 inh	HGIII-sPLA2 inh	ssDAF12 agonist	DAX1 inh-2	hgDAF-12 ag	hcDAF12 agonist	NR1D1 modulator
CN(C)c1ccc(-c2ccnc3c2CC(C)(C(=O)Nc2ccc4c(c2)OCO4)O3)cc1 (configuration not stated)	.	-6.4	-1.5	-1.2	-114.2	7.2	-1.0	2.0	0.1	-0.4	5.4
Cc1cccc(CNC(=O)C2CCC(=O)N(C3CCCC3)C2)c1 (configuration not stated)	1.1	-1.9	0.4	0.9	-4.1	3.8	-0.8	-0.5	3.5	-0.8	4.7

From PubChem BioAssay
